Compound activity: PubChem BioAssay, several laboratories
Mot1-301 SUMO = yeast Mot1-301 growth rescue at high temperature, primary screen, SUMOylation pathway inhibitor project, S. cerevisiae, ATP luminescence, 38.5C; AID 2716, 2010; 320,000 tested, 1% active; S. cerevisiae Mot1-301 growth rescue; percent above DMSO median, 100 means doubled; growth rescue, % at 18.8 µM;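 active means every valid replicate shows activation above 250% relative to neutral control wells; inactive means the rest, any valid replicate at or below 250%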;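 further: OY570 slx delta 5 strain wells were the positive control but not used for scaling; some compounds called inactive have numbers as strong as hits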
DAGLB inhibitor = DAGLB lipase inhibitors, primary screen, biochemical, fluorescence, HTS; Diacylglycerol lipase-beta (Homo sapiens), Q8NCG7; HEK293T DAGLB membrane lysate, EnzChek fluorogenic substrate; inhibition, % at 5.17 µM; AID 504411, 2011; 340,000 tested, 0.059% active; in the data active means inhibition above about 34%;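 further: 0% = enzyme with vehicle and 100% = wells lacking enzyme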
Target sequence (Q8NCG7 whole entry, looked up): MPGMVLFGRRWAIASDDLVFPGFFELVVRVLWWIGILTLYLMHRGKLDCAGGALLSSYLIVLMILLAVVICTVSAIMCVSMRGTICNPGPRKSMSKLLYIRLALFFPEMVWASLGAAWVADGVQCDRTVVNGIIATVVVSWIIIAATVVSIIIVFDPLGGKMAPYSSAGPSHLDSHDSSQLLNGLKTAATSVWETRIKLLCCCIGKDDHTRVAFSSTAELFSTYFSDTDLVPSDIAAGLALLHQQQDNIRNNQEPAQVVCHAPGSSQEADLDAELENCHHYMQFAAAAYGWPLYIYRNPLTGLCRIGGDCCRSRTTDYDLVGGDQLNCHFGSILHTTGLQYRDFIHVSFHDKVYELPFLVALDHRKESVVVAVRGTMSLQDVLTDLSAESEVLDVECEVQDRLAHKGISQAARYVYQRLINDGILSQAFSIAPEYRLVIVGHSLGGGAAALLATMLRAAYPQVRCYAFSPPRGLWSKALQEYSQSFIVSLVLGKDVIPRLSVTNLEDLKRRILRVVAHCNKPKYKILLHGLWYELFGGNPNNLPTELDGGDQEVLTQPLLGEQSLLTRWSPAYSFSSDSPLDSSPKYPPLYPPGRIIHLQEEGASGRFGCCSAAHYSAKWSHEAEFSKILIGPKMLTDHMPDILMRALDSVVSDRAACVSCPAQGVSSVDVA
E coli growth = E. coli V3065 growth inhibition, primary screen, counter-screen for AddAB inhibitor project, absorbance, OD600; 330,000 tested, 0.27% active; AID 449728, 2010; 18 h; inhibition, % at 11.9 µM;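 active means inhibition above the campaign's mean inhibition across all tested compounds plus 3 SD, cut at about 9.9% in these data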;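 further: uninfected addAB+ strain grown without phage in ampicillin broth; 0% = DMSO wells and 100% = ciprofloxacin 0.95 µg/ml wells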
HTR5A ag = HTR5A agonists in luminescence cell assay, primary screen, counter-screen for OPRM1-OPRD1 heterodimer agonist project, full-deck HTS; cell-based; activation, % at 9.3 µM; 340,000 tested, 0.61% active; in the data active means activation mostly above about 9.5%, no sharp cut-off; inactive means mostly below about 7.6%;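 further: 0% = cells with vehicle only and 100% = reference agonist; strong numbers were not always called active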
CDK5 inh = inhibitors of human CDK5/p35 kinase, primary screen, biochemical, single concentration; Cyclin-dependent kinase 5 (Homo sapiens) + Cyclin-dependent kinase 5 activator 1 (Homo …; Recombinant CDK5/p35, ADP-Glo luminescence, 60 min; inhibition, % at 10 µM; 330,000 tested, 0.01% active;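 active means highest replicate inhibition of at least 50% and at least 75% of replicates reaching 50%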;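 further: plate controls were DMSO neutral control for no effect and GW8510 at 10 µM for full effect; many of its hits are not listed in these tables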
PKA-R2B act = activators of PKA-R2B holoenzyme, primary screen, biochemical, fluorescence polarization, Cy5-IP20, human. cAMP-dependent protein kinase catalytic subunit beta (Homo sapiens) + cAMP-dependent …. PKA-R2B holoenzyme dissociation; R2B truncated from residue 108, S112A mutant; 0% DMSO only, 100% 113 µM cGMP. activation, % at 11.4 µM. 340,000 tested, 0.079% active. AID 504700, 2011;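 active means activation above a cutoff set at the mean over all compounds plus 3 SD, cut at about 18% in these data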;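 further: higher means more holoenzyme dissociation and a rise in polarization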
Target sequence (P31323 whole entry, looked up, other chains not shown, the tested form may be a part): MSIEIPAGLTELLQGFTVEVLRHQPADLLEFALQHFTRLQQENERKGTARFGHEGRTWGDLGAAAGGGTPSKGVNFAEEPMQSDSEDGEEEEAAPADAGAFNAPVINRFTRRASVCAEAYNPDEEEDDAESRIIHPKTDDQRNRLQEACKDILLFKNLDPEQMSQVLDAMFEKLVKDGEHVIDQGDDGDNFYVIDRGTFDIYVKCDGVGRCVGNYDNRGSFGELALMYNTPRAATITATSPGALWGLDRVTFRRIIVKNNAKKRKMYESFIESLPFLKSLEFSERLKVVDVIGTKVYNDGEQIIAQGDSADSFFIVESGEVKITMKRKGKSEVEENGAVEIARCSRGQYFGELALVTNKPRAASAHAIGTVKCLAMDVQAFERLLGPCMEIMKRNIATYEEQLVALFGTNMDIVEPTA
HTR5A inv ag = HTR5A inverse agonists in luminescence cell assay, primary screen, counter-screen for OPRM1-OPRD1 heterodimer inverse agonist project, full-deck HTS. 5-hydroxytryptamine receptor 5A (Homo sapiens), P47898. HTR5A cell line, inverse agonism. inhibition, % at 9.3 µM. 340,000 tested, 0.083% active; in the data active means inhibition mostly above about 23%, no sharp cut-off; inactive means mostly below about 18%;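 further: 0% = cells with DMSO and 100% = no-cell wells with DMSO; some compounds called inactive have numbers as strong as hits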
Tat export inh = E. coli Tat export inhibitors, primary screen, MC4100, TorA-mCherry reporter, fluorescence, single point; inhibition, % at 10 µM; 340,000 tested, 0.036% active; AID 488895, 2010;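 active means mean replicate inhibition at least 50% and at least half of replicates individually reaching 50%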;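 further: exported cargo escapes ClpAP degradation while cytoplasmic cargo is degraded and loses fluorescence; 0% = median of neutral control wells and 100% = median of NaSCN control wells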
phage Ecoli inh = growth loss of phage-infected E. coli, primary screen, RecBCD inhibitor project, absorbance, with phage, HTS | 360,000 tested, 0.26% active | inhibition, % at 11.9 µM | AID 651602, 2012; in the data active means inhibition above about 11%
PKA-R1A act = activators of PKA-R1A holoenzyme, primary screen, biochemical, fluorescence polarization, Cy5-IP20, bovine R1A, mouse PKAc; cAMP-dependent protein kinase type I-alpha regulatory subunit (Bos taurus) + …; PKA-R1A dissociation; scaled: DMSO 0%, 113 µM cGMP 100%; activation, % at 11.4 µM; 340,000 tested, 0.083% active;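 active means percent activation above the mean of all tested compounds plus 3 SD, cut at about 19% in these data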;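 further: higher means more PKAc released from R1A so a rise in polarization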
AddAB inh = growth inhibition of E. coli expressing H. pylori AddAB, primary screen, AddAB inhibitor project, absorbance. inhibition, % at 11.9 µM. 330,000 tested, 0.29% active; in the data active means inhibition above about 12%;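 further: 0% = vehicle wells of infected cells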
An asterisk follows results filed as active; x = no result given.

Below each compound: phage Ecoli inh	DAGLB inhibitor	HTR5A ag	E coli growth	Mot1-301 SUMO	HTR5A inv ag	PKA-R1A act	PKA-R2B act	AddAB inh	CDK5 inh	Tat export inh
Cc1csc2c(NC3CCN(Cc4ccccc4)CC3)ncnc12
    4.4	0	x	-1.7	252	x	6	-13	2.3	1.0	2
CCOc1ccc(C2C(C(=O)/C=C/c3ccco3)=C(O)C(=O)N2CCN2CCOCC2)cc1OC (stereo unspecified)
    -0.1	-1	1	-0.2	0	-3	-9	4	-0.2	1.8	-4
O=S(=O)(c1cc(Cl)ccc1Cl)N1CCC2(CC1)OCCO2
    1.8	-1	3	1.8	8	0	-5	-1	3.8	-0.8	3
CC(C)OP(C)(=O)CN1CCN(CP(C)(=O)OC(C)C)CC1 (stereo unspecified)
    -0.8	3	-7	3.1	38	19	-6	-3	2.0	0.9	-2
O=[N+]([O-])c1ccc(N/N=C/c2cccs2)nc1
    2.4	0	0	-1.2	5	-2	-8	-16	0.6	2.0	-2
CCOC(=O)C1CCCN(C(=S)NC(=O)c2cc(Br)ccc2Cl)C1 (stereo unspecified)
    1.0	0	-5	x	x	13	1	-15	x	-0.7	-6
COc1ccccc1/C=N/NC(=O)CN(C1=NS(=O)(=O)c2ccccc21)c1ccccc1
    2.0	0	6	-1.3	-7	-24	-2	-1	1.1	-0.6	13
O=C1NC[C@H](Cc2ccccc2)N(CC2CCN(CCC3CCCC3)CC2)C1=O
    3.3	-1	2	x	x	-5	4	-2	x	2.1	1
Cc1cccc(-c2noc(CNC(=O)c3ccc4c(c3)OCO4)n2)c1
    1.5	-3	0	-2.4	-15	-1	-5	4	1.8	-0.2	-5
CC(O)Cn1ccccc1=N (stereo unspecified)
    2.3	0	-2	2.7	17	9	8	2	-0.1	1.3	8
Cc1cc(C)c(NC(=O)CC(=O)c2ccccc2)c(Cl)c1
    -1.5	1	2	-0.5	12	-6	6	5	-2.0	0.5	1
O=C(COC(=O)/C=C/c1cccc(Br)c1)NC1CC1
    2.3	-3	0	-0.3	1	1	3	-5	0.0	-2.0	-1
COC(=O)c1ccc(N2CCN(CC(=O)c3ccc(C)cc3)CC2)c([N+](=O)[O-])c1
    4.4	4	0	3.1	120	-1	-8	0	1.3	-1.3	24
CCCC(=O)Nc1cc(C(=O)O)ccc1S(=O)(=O)c1ccc(Cl)cc1
    2.0	3	-5	-3.0	-4	11	-7	-2	-0.3	-0.2	-3
Cc1c(Br)c([N+](=O)[O-])nn1C(C)C(=O)Nc1nccs1 (stereo unspecified)
    2.7	1	-2	5.3	-2	5	3	7	5.2	1.5	3
CC(/C=C/c1ccc2c(c1)OCO2)=N\NC(=O)COc1ccccc1C
    2.5	-2	4	1.7	4	5	-10	-6	0.2	0.0	-12
O=C(NC(NC(=O)c1ccccc1)c1cccc([N+](=O)[O-])c1)c1ccccc1
    1.2	-2	-2	-2.0	-5	-15	-10	-1	4.0	-0.8	-4
CC(=O)OCC(=O)Nc1ccc(SC(F)F)cc1
    2.7	-1	5	-0.2	-18	17	-4	-7	5.9	2.1	0
Fc1cccc(NC(=S)Nc2ccc(Br)cc2)c1
    7.3	-1	2	0.4	70	-5	-5	-9	1.8	2.5	-12
Cc1cccc(NC(=O)CSc2ccc(-c3ccccn3)nn2)c1C
    6.2	0	1	4.8	-11	-3	1	2	3.5	-0.7	6

(cont.)
Below each compound: phage Ecoli inh	DAGLB inhibitor	HTR5A ag	E coli growth	Mot1-301 SUMO	HTR5A inv ag	PKA-R1A act	PKA-R2B act	AddAB inh	CDK5 inh	Tat export inh
O=C(OCc1ccc(F)cc1Cl)c1ccccn1
    2.6	-4	-4	-0.2	-18	13	-6	-11	-1.4	-1.5	2
O=C(Nc1ccc(OC(=O)c2ccccc2)c(-c2nc3ccccc3s2)c1)c1ccccc1
    3.5	-3	0	-2.1	7	3	1	-7	-2.5	-0.7	-4
COc1ccccc1NC(=O)C(=O)c1cn(CC(=O)N2CCCC2)c2ccccc12
    1.6	-5	-2	-1.1	-2	-11	-11	-12	3.4	x	-8
COc1ccc(N2CC(C(=O)Nc3ccccc3C(=O)NC3CC3)CC2=O)cc1 (stereo unspecified)
    2.1	0	0	-1.1	36	1	0	11	2.5	-0.2	6
CCOc1ccc(N2C(=O)/C(=C/c3cccs3)N(C)C2=S)cc1
    2.2	-3	4	-2.0	-2	40	-2	-7	0.5	0.6	-9
COc1ccc(OC2CCN(S(=O)(=O)c3ccc(C(C)=O)cc3)CC2)cc1
    1.7	0	1	0.1	-1	-3	-11	3	0.7	1.7	20
COC(=O)[C@@]12CCCN1[C@H](c1ccc(-c3ccc4c(c3)OCO4)cc1)[C@H]1C(=O)N(C)C(=O)[C@H]12
    1.4	1	3	0.3	2	4	-2	-2	-1.1	0.6	-10
Cc1ccc(-n2c(=O)cc(N3CCCCCC3)[nH]c2=O)cc1
    1.3	0	6	0.4	-1	1	-3	0	1.5	-1.6	15
COc1ccccc1NC(=O)Cc1nnc(SCC(=O)NC2CCCC2)n1C
    -1.3	1	-7	1.4	-17	2	-6	-7	0.9	-0.1	1
Cc1ccc(F)cc1NC(=O)c1c(-c2ccccc2)noc1C
    2.6	-4	1	-0.6	-4	-2	2	8	2.3	0.3	4
O=C(CCNS(=O)(=O)c1ccccc1)NNC(=O)COc1ccccc1F
    0.9	-2	0	-1.5	1	-12	-4	-5	1.0	0.7	-7
COc1cccc(C2c3[nH]c4ccccc4c3CCN2CCCn2cccn2)c1 (stereo unspecified)
    1.9	-2	-1	0.8	-11	4	-10	8	0.9	-0.7	-3
COc1ccc(OC)c(Cc2nnc(CCC(=O)N3CCCCCC3)o2)c1
    4.5	-2	-2	0.5	12	7	-2	-6	2.1	0.4	7
CC1CCN(Cc2ccc(-c3nnn(CC(=O)Nc4ccccc4Cl)n3)cc2)CC1
    4.2	0	1	1.0	399	-3	2	1	-0.9	-0.6	-1
NC(=S)COc1ccccc1
    -0.5	1	-1	3.0	3	-5	6	9	0.8	0.0	2
CCOc1cc(CNCc2ccccn2)cc(Cl)c1OC
    1.3	0	-2	-6.1	16	-10	-4	-7	-5.3	1.0	1
CN(C)c1ccc(/C=C(/NC(=O)c2ccccc2)C(=O)N2CCCC2)cc1
    -0.2	-2	-2	-0.4	0	16	9	-2	1.5	-1.6	3
COc1nc(-c2ccccc2)ccc1-c1noc(-c2ccccc2F)n1
    3.6	-6	3	-0.9	-12	-8	-4	-1	3.6	-1.2	8
O=Cc1ccc(N2CCCC2)c(F)c1
    2.5	-2	2	-1.9	-1	-14	-8	2	0.0	-0.8	-8
COc1ccc(C(=O)/C=C/Nc2cc(C)ccn2)cc1
    2.4	-4	4	1.8	-14	4	-4	3	3.0	4.7	-1

Going on with the list:
Below each compound: phage Ecoli inh	DAGLB inhibitor	HTR5A ag	E coli growth	Mot1-301 SUMO	HTR5A inv ag	PKA-R1A act	PKA-R2B act	AddAB inh	CDK5 inh	Tat export inh
CCOc1ccc(N2C(=O)CC(Sc3nc(CC(C)C)ccc3C#N)C2=O)cc1 (stereo unspecified)
    3.0	5	4	-0.5	11	-10	-6	-5	0.2	0.4	-5
CCOc1ccc(CCNC(=O)COC(=O)c2ccc(OC)c(OC)c2OC)cc1OCC
    1.7	-1	4	-0.7	6	-10	-6	4	-0.4	-0.4	-4
S=c1[nH]nc(COc2ccc(Cl)cc2)n1C1CCCCC1
    0.9	0	-3	0.1	-22	10	-2	-13	0.6	-0.1	-2
COc1ccc(/C=C/c2c([N+](=O)[O-])c(=O)n(C)c(=O)n2C)cc1OC
    2.3	-4	7	-0.7	-15	-1	2	-6	0.4	-8.9	-2
Cc1ccc(NC(=O)C2(N3CCC3=O)CCCCC2)cc1
    3.7	1	2	0.7	-14	18	9	-9	0.2	-2.9	3
CCN(CC(=O)Nc1cccc(Br)c1)Cc1nc2ccccc2c(=O)[nH]1
    2.9	3	-1	x	x	-39	2	0	x	-1.4	-11
COc1ccc(N(C)S(=O)(=O)c2cccc(C(=O)NC3CCCC(C)C3C)c2)cc1 (stereo unspecified)
    6.8	1	3	-0.1	46	-9	0	-16	1.0	-2.4	-5
CCOc1ccc(OCCN(C)Cc2ccccc2)cc1
    3.9	-3	0	-0.6	-2	1	-4	-10	4.3	-0.2	-11
CSc1ccc(CN(C)C(=O)c2cc(=O)c3ccccc3o2)cc1
    1.1	-4	9	0.1	-10	-47	8	-4	3.8	0.6	0
O=C(CSc1nnc(-c2ccncc2)n1Cc1ccccc1)NC1CCCc2ccccc21 (stereo unspecified)
    3.2	1	-5	-0.6	-4	12	0	-8	3.0	1.9	2
CCCN(C(=O)CSc1nc2ccccc2n1CC)C1CCS(=O)(=O)C1 (stereo unspecified)
    2.0	-1	1	1.1	11	12	-6	-4	1.4	-1.0	3
CCSc1nnc(-c2ccc(S(=O)(=O)N3CCOCC3)cc2)n1CC1CCCO1 (stereo unspecified)
    0.0	-2	1	-0.5	137	-3	-5	-13	-0.9	0.4	7
CCCn1c(SCC(=O)N(C)CC(=O)Nc2ccc(C)cc2)n[nH]c1=O
    -2.4	1	3	-0.5	2	-7	6	-4	2.0	-7.0	-4
COC(=O)[C@@]12CCCN1[C@H](c1ccc(-c3ccccc3)cc1)[C@@H]1C(=O)N(C)C(=O)[C@@H]12
    0.2	-2	-2	0.9	242	-11	0	4	2.0	2.1	1
CC(C)(C)c1ccc(C2(C)NC(=O)NC2=O)cc1 (stereo unspecified)
    -0.5	-1	1	-2.5	2	-9	-5	-3	1.6	0.3	-9
CSc1ccccc1NC(=O)c1ccc(CN2CCOCC2)cc1
    2.2	x	x	-0.3	13	x	x	x	2.0	0.7	-4
CC1CCN(C2=C(NS(=O)(=O)c3ccccc3)C(=O)c3ccccc3C2=O)CC1
    1.5	32	0	2.5	-17	-1	6	-7	1.8	-0.7	10
COC(=O)C1C(=O)c2c([nH]c(C(=O)OCCSC)c2C)CC1C (stereo unspecified)
    1.2	0	-2	-0.7	-2	5	-1	-4	1.4	-0.6	-4
CCOC(=O)Cc1c(C)nc2c(-c3ccccc3)cnn2c1C
    1.0	-17	6	0.3	0	13	-10	-3	1.3	-0.3	8
CCOC(=O)Nc1ccc(NC(=O)c2c(OC)cccc2OC)cc1
    3.0	-2	3	-1.5	-14	5	5	1	-1.1	-1.0	-9
